LmPK inh – blocks Leishmania mexicana pyruvate kinase activity. Q27686. AID 1721. purified LmPK, Kinase-Glo ATP luminescence, 1 h. Potency, µM (doses to about 57.5 µM), inactives show at the highest dose activity change, negative = inhibition, most hits filed as inhibitors. hit rate 0.37% among 290,000; note: potency is the fitted concentration of half-maximal effect; % is set by controls: 0 for no effect and ±100 for the full control effect
Target sequence (Q27686 whole entry, looked up): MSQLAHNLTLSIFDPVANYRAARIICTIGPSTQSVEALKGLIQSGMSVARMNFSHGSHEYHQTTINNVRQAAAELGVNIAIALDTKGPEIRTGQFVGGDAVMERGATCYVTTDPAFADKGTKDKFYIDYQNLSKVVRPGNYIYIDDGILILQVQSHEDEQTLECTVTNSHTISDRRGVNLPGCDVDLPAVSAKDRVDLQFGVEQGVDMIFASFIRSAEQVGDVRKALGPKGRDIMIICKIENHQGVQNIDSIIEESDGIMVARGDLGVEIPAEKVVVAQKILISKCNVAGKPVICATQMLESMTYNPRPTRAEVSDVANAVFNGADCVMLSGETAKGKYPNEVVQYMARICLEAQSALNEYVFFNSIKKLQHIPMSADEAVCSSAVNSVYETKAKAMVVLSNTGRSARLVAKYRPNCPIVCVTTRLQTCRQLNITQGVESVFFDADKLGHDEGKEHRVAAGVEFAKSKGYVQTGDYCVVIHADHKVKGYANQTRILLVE
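ATP generated from ADP (0.1 mM) and PEP (0.5 mM) by 0.1 nM LmPK over 1 h at room temperature (pH 7.2 imidazole buffer) was detected by coupled luciferase luminescence. Values were normalized to uninhibited and no-enzyme wells.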
Pf growth 96h – P. falciparum growth inhibition at 96 hour, primary screen for plastid delayed-death inhibitors; P. falciparum luciferase reporter growth, 96 h; Potency, µM (doses to about 28.7 µM), for inactives: at the highest dose activity change, negative = inhibition, usual class: inhibitors; hit rate 6.9% among 320,000; AID 504834; note: potency is the fitted concentration of half-maximal effect; % is set by controls: 0 for no effect and ±100 for the full control effect
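Infected RBCs, 2% Hct / 0.05% parasitemia final; luciferase-reporter P. falciparum; cpd 96 h, 37 C, 5% CO2; luciferase detection reagent; luminescence.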
Shiga inhibitor – Shiga toxin inhibition. AID 2315. inhibition, % at 38.7 µM. Vero cells, Shiga toxin protein synthesis inhibition reporter. hit rate 9.2% among 290,000; in the data active = inhibition mostly above about 28%, no sharp cut-off; inactive = mostly below about 43%; note: 0% is about no effect
HCV inh – HCV inhibition. Huh7.5.1 HCVcc-Cre infection, luciferase reporter, 44 h. hit rate 3.4% among 340,000. Potency, µM (series often up to 41.8 µM), for inactives: top-dose activity change, negative = inhibition, actives largely listed as inhibitors; note: potency is the fitted concentration of half-maximal effect; % is set by controls: 0 for no effect and ±100 for the full control effect
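Seed cells (1,000/well) for 4 h; treat with compound and infect with HCVcc-Cre, moi about 0.5. Incubate 44 h, then detect luciferase activity.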
Pf growth 48h – P. falciparum growth inhibition at 48 hours (one generation); P. falciparum luciferase growth in erythrocytes, 48 h; Potency, µM (top dose mostly 28.7 µM), without a hit: top-dose activity change, negative = inhibition, hits mostly inhibitors; hit rate 5.9% among 310,000; note: potency is the fitted concentration of half-maximal effect; % is set by controls: 0 for no effect and ±100 for the full control effect
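Erythrocytes infected with P. falciparum carrying an integrated firefly luciferase reporter (2% hematocrit, 0.1% parasitemia final) were exposed to compounds in RPMI 1640 with 0.5% Albumax at 37 C, 5% CO2. Growth inhibition was scored as reduced luminescence.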
CHX counter – affects cycloheximide protein synthesis inhibition readout, counter-screen; hit rate 12% among 300,000; max response, %; AID 2314; cell reporter, cycloheximide protein synthesis inhibition counterscreen; in the data active = max response mostly above about 13%, no sharp cut-off; inactive = mostly below about 14%; note: read at 38.3 µM for the half of the compounds with a filed dose; 0% is about no effect
TbPYK inhibitor – T. brucei pyruvate kinase inhibition. Potency, µM (top dose mostly 76.8 µM), for the others: at the highest dose activity, negative = inhibition, hits mostly inhibitors. Q57TT1. TbPYK enzyme, Kinase-Glo Plus ATP luminescence, 45 min. AID 624173. hit rate 0.12% among 410,000; note: potency is the fitted concentration of half-maximal effect; % is set by controls: 0 for no effect and ±100 for the full control effect; nearly all actives have a fitted effect of over 50% in size
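Readout: single end-point luminescence (Kinase-Glo Plus, 10 min). Reaction conditions were TbPYK/substrate plus 130 uM ADP, 45 min at RT, pH 7.2 TEA buffer. No-enzyme wells served as controls, and data were normalized before concentration-response fitting.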
An asterisk follows results filed as active; ? = inconclusive; / = not tested or not shown; & = joins results of further samples; [ ] = another dose, or the depositor's remark. Unless noted, calls come from the whole dose curve; as a rule, active = well fitted curve in the direction sought with a large enough effect; inconclusive = small, poorly fitted or top-dose-only effect, or another doubt; inactive = no such curve, though single readings can be large; an effect the other way counts as inactive or inconclusive.

The line under a structure holds: LmPK inh	Pf growth 96h	Shiga inhibitor	HCV inh	Pf growth 48h	CHX counter	TbPYK inhibitor
> CCOC(=O)c1nc(N2CCN(C(=O)OCC)CC2)c2c3c(sc2n1)CCCC3
→ -2.1%	38.2%[activator]	-17.4	-8.0%	-45.9%	-7.2	-2.4%
> COC(=O)c1cc(NC(=O)C2CC=CCC2C(=O)O)cc(C(=O)OC)c1 (configuration not stated)
→ 1.3%	/	-2.5	?	5.4%	-2.0	5.5%
> COc1ccc(CCNC(=O)C2CCCN2C(=O)Nc2ccc(C)cc2)cc1OC (configuration not stated)
→ -3.7%	?	-1.9	-4.5%	3.8%	-2.6	-9.9%
> O=C1CC(N2CCN(c3ccccc3)CC2)C(=O)N1Cc1ccc(Cl)cc1 (configuration not stated)
→ -0.1%	-22.4%	3.3	17.6%	-12.6%	7.3	6.9%
> COc1cc2c(cc1OC)C(c1cc3cc(C)ccc3[nH]c1=O)N(C(=O)c1ccco1)CC2 (configuration not stated)
→ -5.8%	-5.3%	-5.0	7.2%	?	-6.6	-2.7%
> CCN1CCN(S(=O)(=O)c2cccc3nsnc23)CC1
→ -2.7%	5.7%	-14.9	18.4%	/	-1.8	-2.5%
> Cc1ccc(-n2ccnc(SCC(=O)NC3CCCC3)c2=O)cc1F
→ /	0.4%	/	3.4%	4.9%	/	2.2%
> CCc1cccc(CC)c1NC(=S)NCCc1ccc(O)c(O)c1
→ 1.9%	?	-2.5	-21.4%	?	1.1	-19.5%
> C=C(C)CSC1=C(C#N)C(c2ccsc2)CC(=O)N1 (configuration not stated)
→ -1.2%	/	-16.9	10.2%	14.4%	-1.8	2.1%
> CC(C)C(NC(=S)Nc1ccccc1)C(=O)O (configuration not stated)
→ -4.7%	?	7.4	20.2%	8.9%	2.5	1.7%
> CC(C)CC(OC(=O)c1ccco1)C(=O)NC1CCCCC1 (configuration not stated)
→ -3.5%	363.5%[activator]	17.7	2.9%	6.4%	16.6*	-2.1%
> Cc1c(O)ccc2c(=O)c(Oc3ccccc3)coc12
→ -1.9%	17.2%	-1.4	11.9%	8.4%	-1.4	2.5%
> O=C1CC(c2ccco2)Cc2nc(Nc3nc(-c4ccccc4)c4ccccc4n3)ncc21 (configuration not stated)
→ 11.8%	?	-3.0	-49.4%	-20.6%	-0.8	-3.2%
> C/C(CC(=O)NC12CC3CC(CC(C3)C1)C2)=N\NC(=O)Cc1cccs1
→ 2.3%	?	13.3	-8.8%	12.5%	11.6	-4.3%
> O=C1/C(=C\c2cccnc2)CN(Cc2ccccc2)C/C1=C\c1cccnc1
→ 5.5%	6.3%	9.7	6.31µM*	?	7.5	4.6%
> CN(CC1CCCO1)S(=O)(=O)c1ccc(C(=O)Nc2ccc([N+](=O)[O-])cc2)cc1 (configuration not stated)
→ -8.7%	?	14.0	?	?	-2.5	0.9%
> COc1ccc(CO[C@@H]2O[C@H](CO)[C@@H](O)[C@H](O)[C@H]2NC(C)=O)cc1OC
→ 1.3%	29.4%	32.9	-5.5%	33.3%	-1.5	1.7%
> CC(=O)Nc1ccc(NC(=O)c2ccccc2S(=O)(=O)c2ccccc2[N+](=O)[O-])cc1
→ 2.2%	?	-8.6	?	-0.7%	-5.0	3.9%
> Cc1ccc(OCc2nnc(SC(C)C(=O)O)n2Cc2ccccc2)cc1 (configuration not stated)
→ -6.1%	252.5%[activator]	19.6	8.9%	2.6%	-0.4	3.5%
> COc1ccc(CNC(=O)CSc2nnc(NC(=O)C3CC3)s2)cc1
→ -5.0%	-3.9%	-11.8	0.8%	7.1%	-4.2	-2.6%
> COc1ccccc1N(C(=O)c1snc(C(N)=O)c1N)C(C(=O)NCc1ccccc1)c1ccc(O)cc1 (configuration not stated)
→ -3.2%	-20.2%	-4.6	-23.1%	?	-2.7	-4.4%
> Cn1nnnc1SCC(=O)NCCc1ccc(Cl)cc1
→ -1.1%	40.3%[activator]	13.9	-6.1%	-15.7%	10.9	-0.6%
> COc1ccc(-c2cnc(SCCNC(=O)c3ccc4c(c3)OCO4)[nH]2)cc1
→ /	-6.8%	/	14.4%[8.37 µM]	-5.0%	/	3.6%
> NC(=O)NC(=O)COC(=O)CCCSc1nc2ccccc2s1
→ -3.8%	14.3%	-2.8	22.4%	1.5%	-3.3	0.3%
> CNC(=O)c1cc2ncc(C(F)(F)F)cc2s1
→ 10.7%	64.1%[activator]	38.3	-11.3%	49.2%[activator]	18.4*	-3.5%
> CC1CCCC(NS(=O)(=O)c2cccc3nsnc23)C1C (configuration not stated)
→ 2.2%	?	7.5	5.9%	20.0%	-4.6	-1.1%
> CCC(=O)N(CCc1ccccc1)Cc1cc2cccc(C)c2[nH]c1=O
→ 2.4%	-18.9%	9.3	1.5%	2.9%	-2.1	2.1%
> Cc1c(C(=O)N2CCN(CCc3ccccn3)CC2)oc2ccc(Cl)cc12
→ 1.4%	22.3%	-2.2	-6.2%	19.8%	7.9	-3.5%
> C/C(=N\NC(=S)Nc1ccc(C)cc1)c1cccc(N)c1
→ 2.6%	-19.8%	53.8*	-10.7%	?	17.3	-1.9%
> CCN(c1ccccc1)S(=O)(=O)c1ccc(Cl)c(C(=O)N2CCCC2)c1
→ /	?	/	-18.6%	-11.2%	/	1.6%
> CCOc1ccc(S(=O)(=O)N2CCC(C(=O)NCc3cccnc3)CC2)cc1C
→ 1.8%	-8.7%	-5.8	-4.8%	-3.5%	-6.0	-1.6%
> O=C(CCCN1C(=O)c2ccccc2C1=O)N1CCC(c2ccccc2)C1 (configuration not stated)
→ 2.7%	50.0%[activator]	-21.6	0.8%	/	-2.1	/
> O=[N+]([O-])c1ccc(/C=N/Nc2nc(-c3ccccc3)c3cc(Br)ccc3n2)o1
→ 1.7%	17.6%	-12.0	?	/	17.5	1.6%
> O=C(COc1ccccc1)N(Cc1nnc(-c2ccccc2Cl)o1)C1CC1
→ /	?	/	-29.8%	?	/	2.9%
> COc1ccc(C2N=C(Nc3ccc(C)cc3)Nc3nc(C)cc(=O)n32)cc1 (configuration not stated)
→ 4.5%	85.2%[activator]	-11.0	22.3%	-18.7%	-1.9	-3.6%
> O=C(NCc1cccnc1)c1ccc(Br)o1
→ /	0.8%	/	25.8%	15.0%	/	0.1%
> O=c1c2ccccc2nc2ccccn12
→ -6.9%	21.7%	70.1*	7.3%	175.7%[activator]	41.5*	-1.5%
> Cc1cccc(CSCCNC(=O)CCSc2ccccc2)c1
→ 0.4%	?	-76.5	24.8%	6.2%	4.5	-3.9%
> COc1cccc(OCC(=O)NNC(=S)Nc2ccc(Cl)cc2Cl)c1
→ 1.5%	37.3%[activator]	12.1	11.8%	-7.0%	3.3	-2.2%
> Cc1cc(O)c(C2(O)C(=O)Nc3ccccc32)cc1C (configuration not stated)
→ -0.3%	27.0%	-0.3	-0.9%	-8.3%	-3.8	3.8%
> CCOC(=O)c1ccccc1NC1c2ccccc2C(=O)N1c1cc(C)ccn1 (configuration not stated)
→ 2.0%	?	-17.6	?	/	-7.0	-5.0%
> CCn1cc(/C=C(\NC(=O)c2ccccc2OC)C(=O)NCCCn2ccnc2)c2ccccc21
→ -2.4%	0.0%	-3.2	5.9%	?	-3.3	2.3%
> Cn1c(COc2ccccc2)nnc1SCC(=O)Nc1ccc(N2CCOCC2)cc1
→ 4.4%	-25.1%	-6.2	-13.6%	?	-8.4	7.4%
> CCOc1ccc(CCNC(=O)CSc2cc(=O)n(C)c3cc(Cl)ccc23)cc1OCC
→ 5.1%	?	-1.4	6.1%	18.4%	-0.5	-1.9%&4.5%
> C(=N\Nc1nc(Nc2ccccc2)nc(N2CCCCC2)n1)/c1ccco1
→ 3.0%	?	32.0*	/	?	27.7*	/
> CCC1(c2ccc(F)cc2)NC(=O)N(CC(=O)Nc2cccnc2Cl)C1=O (configuration not stated)
→ /	4.4%	/	11.9%	-21.4%	/	-15.6%
> COC(=O)c1ccccc1NC(=O)CN1CCC(n2nnc3cc(F)ccc32)CC1
→ -6.2%	/	-2.6	3.9%&18.5%	?	-2.5	-14.1%
> O=C(c1cnc2n(c1=O)CCS2)N1CCN(c2ccc([N+](=O)[O-])cc2)CC1
→ 1.6%	-1.5%	-3.9	14.1%	3.7%	-2.0	0.8%
> COc1ccc(-c2cc(=O)n(-c3nc4ccccc4[nH]3)[nH]2)cc1
→ -16.1%	46.5%[activator]	20.0	?	?	5.8	-2.3%
> Cc1n[nH]c(=O)nc1NCc1ccco1
→ -0.6%	8.1%	6.0	19.2%	6.7%	1.3	-12.1%
> CC(=O)OCC1=C(C(=O)O)N2C(=O)C(NC(=O)CCn3nc(C(F)(F)F)c(Br)c3C3CC3)C2SC1 (configuration not stated)
→ 0.1%	17.5%	23.0	-1.1%	7.4%	-2.2	-2.9%
> O=C(Nc1ccc2[nH]c(=O)[nH]c2c1)c1cc(F)c(F)cc1Cl
→ 7.2%	-2.3%	24.7	7.2%	9.9%	8.2	2.5%
> Cc1nnc(NC(=O)CSc2nc(C(C)C)nc3ccccc23)s1
→ 6.2%	36.8%[activator]	-2.8	?	2.2%	-2.4	0.0%
> COc1ccc(OC)c(/C=C2\Oc3cc(OCC(=O)N4CCC(C(=O)O)CC4)ccc3C2=O)c1
→ -7.4%	-12.1%	-8.3	10.1%	-6.9%	-1.4	-1.3%
> O=c1c2[nH]c3ccc(F)cc3c2ncn1CCN1CCOCC1
→ 5.3%	83.2%[activator]	-5.0	11.8%	/	-2.1	4.7%
> O=C1CCCC/C1=C/Nc1ccc(C(=O)O)cc1
→ -25.6%	41.0%[activator]	41.8	-13.3%	/	29.7*	-11.9%
> CC(=O)Nc1cccc(-c2csc(N)n2)c1
→ 0.2%	?	30.5	7.3%	26.2%	-2.2	-2.9%
> O=C1CC(c2ccccc2)CC(O)=C1C=NCc1ccco1 (configuration not stated)
→ 2.7%	12.5%	6.3	19.5%	-10.1%	11.4	9.3%
> CC(NC(=O)c1ccc2c(c1)OCO2)C(c1cccs1)N1CCOCC1 (configuration not stated)
→ -3.8%	149.4%[activator]	-12.9	5.9%	-12.8%	-1.8	19.2%
> CCCOc1ccc(CNC(=O)c2ccc3c(c2)N(CC)CCS3)cc1
→ -0.5%	10.4%	-1.7	?	5.3%	-0.6	0.5%
> Cc1c(OCC(=O)N2CCC(C(=O)O)CC2)ccc2c1oc(=O)c1ccccc12
→ -11.5%	48.0%[activator]	3.9	15.7%	-7.1%	-3.6	-4.4%
> O=c1[nH]c(=S)[nH]c2c1CN(Cc1ccc(F)cc1)CC2
→ -0.8%	46.2%[activator]	-6.0	15.6%	-14.7%	11.7	5.3%

Sorted by formula weight (descending): part of the list above.
The line under a structure holds: LmPK inh	Pf growth 96h	Shiga inhibitor	HCV inh	Pf growth 48h	CHX counter	TbPYK inhibitor
> CCC1(c2ccc(F)cc2)NC(=O)N(CC(=O)Nc2cccnc2Cl)C1=O (configuration not stated)
→ /	4.4%	/	11.9%	-21.4%	/	-15.6%
> CCCOc1ccc(CNC(=O)c2ccc3c(c2)N(CC)CCS3)cc1
→ -0.5%	10.4%	-1.7	?	5.3%	-0.6	0.5%
> O=c1[nH]c(=S)[nH]c2c1CN(Cc1ccc(F)cc1)CC2
→ -0.8%	46.2%[activator]	-6.0	15.6%	-14.7%	11.7	5.3%
